# EBNA-1 inh – blocks EBNA-1 binding to DNA; EBNA-1 DNA binding, fluorescence polarization; inhibition, % at 14.8 µM; 0.34% of 300,000 active; AID 1950; in the data active = inhibition above about 28%
# RPL19A-GFP yeast – modulators of TOR pathway RPL19A-GFP in S. cerevisiae; AID 2025; 0.3% of 330,000 active; S. cerevisiae RPL19A-GFP strain, flow cytometry, 3 h; hits give low values; percent response vs DMSO, % at 10 µM;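 active = percent response vs DMSO below 50%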;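 note: median channel GFP fluorescence of the barcoded RPL19A-GFP strain; ratio of sample median GFP to plate DMSO average so 100% = DMSO; lower means less RPL19A-GFP as with rapamycin TOR inhibition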
# AHR activator – human AHR activation; P35869; activation, % at 5 µM; AHR-responsive luciferase reporter cells, luminescence; 2.5% of 320,000 active; in the data active = activation above about 47%;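 note: 0% = vehicle wells and 100% = reference agonist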
# Target sequence (P35869 whole entry, looked up): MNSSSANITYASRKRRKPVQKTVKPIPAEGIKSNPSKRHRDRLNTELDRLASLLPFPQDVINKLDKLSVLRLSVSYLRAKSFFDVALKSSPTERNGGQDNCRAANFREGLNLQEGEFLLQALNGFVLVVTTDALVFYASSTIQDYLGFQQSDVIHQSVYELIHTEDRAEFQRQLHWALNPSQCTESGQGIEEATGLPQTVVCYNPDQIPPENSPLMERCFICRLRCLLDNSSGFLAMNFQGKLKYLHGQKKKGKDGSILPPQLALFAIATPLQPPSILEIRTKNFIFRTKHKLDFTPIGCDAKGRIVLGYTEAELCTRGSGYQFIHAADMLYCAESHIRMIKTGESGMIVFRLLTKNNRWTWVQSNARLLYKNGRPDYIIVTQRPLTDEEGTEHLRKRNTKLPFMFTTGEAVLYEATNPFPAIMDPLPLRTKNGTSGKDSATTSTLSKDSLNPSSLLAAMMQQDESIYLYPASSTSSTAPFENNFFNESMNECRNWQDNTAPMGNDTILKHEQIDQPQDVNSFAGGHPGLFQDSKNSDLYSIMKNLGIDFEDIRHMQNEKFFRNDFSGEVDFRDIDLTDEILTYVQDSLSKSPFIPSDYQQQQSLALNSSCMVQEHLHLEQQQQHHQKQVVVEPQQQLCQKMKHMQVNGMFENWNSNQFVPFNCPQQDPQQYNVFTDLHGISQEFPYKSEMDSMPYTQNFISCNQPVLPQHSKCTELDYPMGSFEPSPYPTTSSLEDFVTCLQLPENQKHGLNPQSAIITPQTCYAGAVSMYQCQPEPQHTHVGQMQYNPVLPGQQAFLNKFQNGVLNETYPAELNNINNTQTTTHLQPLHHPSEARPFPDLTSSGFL
# procasp7 counter – activates human procaspase-7, counter-screen for procaspase-3 activators. AID 463210. 0.093% of 330,000 active. activation, % at 8.5 µM. recombinant procaspase-7, Ac-DEVD-pNA absorbance 405 nm; D23A/D198A/D206A triple mutant, cannot self-cleave; scale: DMSO 0, 5 µM enzyme 100;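 active = percent activation above the screen-wide mean plus 3 SD, cut at about 25% in these data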
#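 Test system: Procaspase-7 triple mutant (PC-7 D3A). Also added: Ac-DEVD-pNA substrate, 400 µM as added. Schedule: 1 h enzyme–compound preincubation and 2 h substrate reaction, both 25 °C. Signal: p-Nitroaniline absorbance at 405 nm, read at 0 and 120 min. Control set: low DMSO alone, high DMSO plus 5 µM PC-7.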
# ZTA counter – blocks Epstein-Barr virus ZTA, an EBNA-1 counter-screen | P03206 | ZTA-DNA binding, fluorescence polarization | inhibition, % at 11 µM | 0.15% of 320,000 active | AID 2234; in the data active = inhibition above about 33%
# MEP2-GFP yeast – modulators of TOR pathway MEP2-GFP in S. cerevisiae; 0.51% of 330,000 active; S. cerevisiae MEP2-GFP strain, flow cytometry GFP, 3 h; 100% = DMSO control level; GFP response vs DMSO, % at 10 µM; AID 2016;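 active = GFP response versus DMSO above a set limit, roughly screen mean plus 3 SD, cut at about 180% in these data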;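 note: median GFP fluorescence of the barcode-gated MEP2-GFP cells per well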
# LAP4-GFP MLPCN – modulators of TOR pathway LAP4-GFP in S. cerevisiae | AID 2023 | 0.34% of 320,000 active | S. cerevisiae LAP4-GFP multiplex, flow cytometry GFP, 3 h; median GFP as percent of DMSO wells | GFP response vs DMSO, % at 10 µM;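 active = GFP response vs DMSO above a set limit, about the screen mean plus 3 SD, cut at about 150% in these data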
# procasp3 activ – activates human procaspase-3; AID 463141; P42574; activation, % at 8.5 µM; recombinant procaspase-3 D3A, Ac-DEVD-pNA absorbance 405 nm; 0.11% of 330,000 active;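 active = activation above the mean of all tested compounds plus 3 SD, cut at about 21% in these data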;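 note: 0% = DMSO alone and 100% = DMSO wells spiked with extra 5 µM PC-3 D3A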
#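 Assay system – Procaspase-3 D3A mutant, all three cleavage aspartates alanine · Controls – DMSO-only low control, 5 µM PC-3 D3A high control · Schedule – 1 h compound preincubation, 2 h substrate hydrolysis at 25 °C · Signal – 405 nm absorbance of p-nitroaniline, reads at 0 and 120 min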
# * marks the source's active call; other numbers are inactive results; nt = not tested or not shown; [ ] = another dose, or the depositor's remark. Hits appear at their usual frequency. About 3.8% of those tested had a hit in this group.
SMILES,EBNA-1 inh,RPL19A-GFP yeast,AHR activator,procasp7 counter,ZTA counter,MEP2-GFP yeast,LAP4-GFP MLPCN,procasp3 activ
COc1ccc2cc(/C=N/NC(=O)CN(c3ccccc3)S(=O)(=O)c3ccccc3)c(Cl)nc2c1,35*,106,1,7,-4,104,102,6
O=C(NCc1ccc2c(c1)OCO2)c1nnc(Cc2ccc(Cl)cc2)o1,3,106,3,3,-6,119,108,-1
O=C1OC(c2ccccc2)=C/C1=C/N1CCOCC1,-8,100,4,-16,-10,98,98,-7
COc1ccccc1-n1cc2c([N+](=O)[O-])cc([N+](=O)[O-])cc2n1,3,107,1,8,10,107,104,2
Cc1ccccc1C(=O)NC(CC(C)C)C(=O)NCC(C)(C)N1CCOCC1 (stereo unspecified),nt,99,1,3,nt,100,105,1
O=C(NCC1(c2ccccc2)CCOCC1)c1ccc(Br)o1,8,99,41,-2,15,101,98,-4
Cc1ncc([N+](=O)[O-])n1CCOC(=O)c1ccc(Br)cc1,5,91,-2,1,8,94,102,8
Cc1ccc(CC(CC(=O)O)C(=O)NCc2ccccc2)cc1 (stereo unspecified),-3,100,-3,1,-4,103,93,-1
O=C(Nc1nccs1)C(NS(=O)(=O)c1ccc(Br)s1)c1ccccc1 (stereo unspecified),2,87,1,2,0,87,94,0
COc1cccc(-c2[nH]nc3c2C(c2ccsc2)C(C#N)=C(N)O3)c1 (stereo unspecified),3,104,27,-4,-11,105,113,-2
O=C(Oc1ccc(/C=N/NC(=O)c2ccccc2O)cc1)c1ccccc1,9,91,3,-3,-5,100,100,-9
Cc1ccc(-n2c(SCC(=O)N3CCOCC3)nnc2-c2cccnc2)cc1C,-14,97,3,0,-9,98,99,-8
Cc1nnc(NC(=O)C2CC(=O)N(Cc3ccccc3)C2)s1 (stereo unspecified),-13,94,-2,-1,-8,95,99,-12
COc1ccc(NC(=O)C2(c3ccc(NC(=O)c4ccc(OC)c(OC)c4)cc3)CCCC2)cc1,13,100,-2,15,-2,101,97,-8
O=C(CSc1ncn[nH]1)N1CCN(S(=O)(=O)c2ccc(Cl)cc2)CC1,5,101,-2,4,4,102,96,3
COc1ccc(CC(NC(C)=O)C(=O)N2CCN(C(=O)Nc3cccc(Cl)c3)CC2)cc1OC (stereo unspecified),10,96,2,3,16,88,97,4
COCCNC(=O)CCCn1c(=O)c2ccccc2n(Cc2cccc([N+](=O)[O-])c2)c1=O,-6,99,2,-1,-8,100,111,-8
O=C(NC(=S)Nc1ccccc1N1CCCC1)c1cccc(F)c1,-7,97,80*,-28,4,98,79,-17
CCCNC(=O)C(CC)NS(=O)(=O)c1ccc(OC)cc1 (stereo unspecified),-2,nt,0,9,-17,104,96,5
Cn1nc(C(F)(F)F)c(-c2cccc(C(F)(F)F)c2)c1NC(=O)Nc1ccc(F)cc1,-3,96,0,2,-2,100,nt,-10
CC(C)CC(=O)Nc1ccc(S(=O)(=O)N2CCCC2)cc1,14,103,2,10,11,116,104,10
Cc1cc(OC(=O)c2ccccc2Cl)c([N+](=O)[O-])c(=O)[nH]1,-1,100,1,-3,4,98,98,-3
Cc1onc(-c2ccccc2Cl)c1C(=O)Nc1ccccc1,-5,98,7,3,-2,106,99,-4
c1ccc(CSc2nnc(-c3ccco3)n2Cc2ccco2)cc1,0,99,11,1,10,94,83,0
CCOC(=O)N1CCN(C(=O)CN2C(=O)c3ccccc3S2(=O)=O)CC1,9,96,-1,-9,-13,97,96,1

# Single values from the results shown.
# COCCNC(=O)CCCn1c(=O)c2ccccc2n(Cc2cccc([N+](=O)[O-])c2)c1=O – procasp3 activ: -8
# O=C(NCc1ccc2c(c1)OCO2)c1nnc(Cc2ccc(Cl)cc2)o1 – AHR activator: 3
# COc1ccc2cc(/C=N/NC(=O)CN(c3ccccc3)S(=O)(=O)c3ccccc3)c(Cl)nc2c1 – LAP4-GFP MLPCN: 102
# O=C(NCC1(c2ccccc2)CCOCC1)c1ccc(Br)o1 – LAP4-GFP MLPCN: 98
# Cc1ccc(CC(CC(=O)O)C(=O)NCc2ccccc2)cc1 (stereo unspecified) – LAP4-GFP MLPCN: 93

# Other results.
SMILES,EBNA-1 inh,RPL19A-GFP yeast,AHR activator,procasp7 counter,ZTA counter,MEP2-GFP yeast,LAP4-GFP MLPCN,procasp3 activ
CC(=O)c1ccc(NC(=S)N2CCN(CCO)CC2)cc1,12,95,3,-6,-5,107,88,2
COc1ccc(-c2cc(C(=O)NCCCN3CCOCC3)no2)cc1,3,99,-3,8,-1,87,97,10
COc1ccc(C2=NN(c3ccccc3)C(c3cccs3)C2)cc1 (stereo unspecified),-5,52[may fluoresce violet],12,-7,-13,162[may fluoresce violet],102[may fluoresce violet],-16
CCOC(=O)c1ccc(N=C2SC(C(=O)NCCc3ccccc3)CC(=O)N2C)cc1 (stereo unspecified),-1,97,0,0,-6,98,104,1
CCc1ccc(NC(=O)CN2CCC(C(=O)c3ccc(OC)cc3)CC2)cc1,-10,102,3,-1,5,102,94,0
COc1ccccc1N1CCN(S(=O)(=O)c2ccc3c4c(cccc24)C(=O)N3)CC1,4,102,6,7,-14,104,106,3
CC(=O)NC1(C2CCCCC2=O)CCCCC1 (stereo unspecified),2,98,0,-5,12,102,94,5
Cc1ccn2cc(-c3cccc(NC(=O)c4cccs4)c3)nc2c1,9,102,7,11,2,105,98,-4
NC(=S)N/N=C/c1c[nH]c2ccc(OCc3ccccc3)cc12,5,109,71*,3,-5,101,88,7
Cc1cccc(NC(=O)CN2C(=O)N/C(=C\c3ccccc3OCc3ccc(C(=O)O)cc3)C2=O)c1,8,104,-1,2,-8,99,98,-10
NC(=S)Nc1nc2ccccc2[nH]c1=O,9,111,9,-7,1,105,110,1
CN(CC(=O)Nc1ccc(F)cc1)C(=O)COc1ccc(C(=O)c2ccccc2)cc1,0,104,2,9,-3,109,95,0
Cc1ccc(N2C(=O)N(CC(=O)Nc3ccc(C)cc3C)C(=O)C2C)cc1 (stereo unspecified),-4,101,1,-1,-10,99,100,2
COC(=O)c1cn(-c2cccc(C)n2)cn1,-8,101,0,10,2,107,103,11
C/C(=N\NC(=O)c1cc2c(s1)CCC(C)C2)c1ccncc1 (stereo unspecified),-2,110,56*,-2,-9,102,92,-3
O=C(NCc1ccncc1)c1cc(C(=O)C2CC2)c[nH]1,-1,91,24,4,-19,82,87,3
CCn1c(Cc2ccccc2)nnc1SCC(=O)Nc1nnc(-c2ccccc2)s1,10,102,5,-1,18,106,99,4
Cc1cc(C)c(NC(=O)COC(=O)Cc2cccs2)c(C)c1,-10,97,5,-7,-9,97,116,8
O=C(CSc1n[nH]c(-c2ccc(Cl)cc2Cl)n1)Nc1ccccn1,1,92,9,3,-17,96,98,1
Cc1cc(C)cc(NC(=O)C(NCCN2CCOCC2)c2ccccc2)c1 (stereo unspecified),-4,102,5,3,-7,111,106,-2
O=C(O)CCN1C(=O)c2ccc(NC(=O)COc3ccccc3)cc2C1=O,-11,99,0,9,0,90,88,-8
O=C(Nn1cnc2ccccc2c1=O)c1ccc(F)cc1Cl,13,96,9,-7,-4,102,97,-3
Cn1c(=O)c2nc(-c3ccccc3)oc2c2ccccc21,-7,67,104*,2,9,95,102,3
CCOC(=O)C1=C(COC(=O)c2cccnc2Cl)NC(=O)NC1C (stereo unspecified),2,102,-4,7,-1,105,103,8
Cc1noc(C)c1CSc1nnc(-c2ccncc2)n1-c1cccc(Cl)c1C,1,101,0,0,-6,105,101,12

# Limited to procasp3 activ, EBNA-1 inh and LAP4-GFP MLPCN, for 2 of the compounds above:
molecule	procasp3 activ	EBNA-1 inh	LAP4-GFP MLPCN
COc1ccc(CC(NC(C)=O)C(=O)N2CCN(C(=O)Nc3cccc(Cl)c3)CC2)cc1OC (stereo unspecified)	4	10	97
COc1ccc2cc(/C=N/NC(=O)CN(c3ccccc3)S(=O)(=O)c3ccccc3)c(Cl)nc2c1	6	35*	102

# Profiles, looked up by structure.
# O=C(Nn1cnc2ccccc2c1=O)c1ccc(F)cc1Cl as listed: EBNA-1 inh: 13; RPL19A-GFP yeast: 96; AHR activator: 9; procasp7 counter: -7; ZTA counter: -4; MEP2-GFP yeast: 102; LAP4-GFP MLPCN: 97; procasp3 activ: -3
# Cc1cccc(NC(=O)CN2C(=O)N/C(=C\c3ccccc3OCc3ccc(C(=O)O)cc3)C2=O)c1 as listed: EBNA-1 inh: 8; RPL19A-GFP yeast: 104; AHR activator: -1; procasp7 counter: 2; ZTA counter: -8; MEP2-GFP yeast: 99; LAP4-GFP MLPCN: 98; procasp3 activ: -10

# Carrying on.
SMILES,EBNA-1 inh,RPL19A-GFP yeast,AHR activator,procasp7 counter,ZTA counter,MEP2-GFP yeast,LAP4-GFP MLPCN,procasp3 activ
COc1ccc(-c2ccc3c(c2)S(=O)(=O)c2cccc(C(=O)NCCOc4ccccc4Cl)c2C3=O)cc1OC,nt,99,9,6,nt,93,111,-1
COC(=O)c1c(C)nc(C)c2c(=O)oc3ccccc3c12,5,104,4,1,8,112,111,4
Cc1ccccc1OCC(=O)NC(=S)Nc1ccc2c3c(cccc13)CC2,-2,106,4,9,-11,102,105,3
Cc1cc(C(=O)O/N=C(\N)c2ccc(C(C)(C)C)cc2)no1,0,97,7,8,2,87,100,0
COc1ccc(C(=O)CSc2nnc(C3CCCCC3)n2N)c(OC)c1,-2,102,25,16,5,102,102,-10
CC1=C(C(=O)OCCCBr)C(c2ccc3c(c2)OCO3)NC(=O)N1 (stereo unspecified),-5,105,4,-1,-25,106,97,9

# Some of these compounds in order of formula weight, highest first.
SMILES,EBNA-1 inh,RPL19A-GFP yeast,AHR activator,procasp7 counter,ZTA counter,MEP2-GFP yeast,LAP4-GFP MLPCN,procasp3 activ
CCn1c(Cc2ccccc2)nnc1SCC(=O)Nc1nnc(-c2ccccc2)s1,10,102,5,-1,18,106,99,4
Cc1ccccc1C(=O)NC(CC(C)C)C(=O)NCC(C)(C)N1CCOCC1 (stereo unspecified),nt,99,1,3,nt,100,105,1
CCOC(=O)N1CCN(C(=O)CN2C(=O)c3ccccc3S2(=O)=O)CC1,9,96,-1,-9,-13,97,96,1
COc1ccc(C(=O)CSc2nnc(C3CCCCC3)n2N)c(OC)c1,-2,102,25,16,5,102,102,-10

# Assay outcomes from PubChem BioAssay.
